ATXN2 expr inh = inhibitors of ATXN2 expression | HEK-293 ATXN2-luciferase reporter, luminescence, 24 h | Potency, µM (titrated, usually from 57 µM), for inactives: top-dose activity change, negative = inhibition, hits mostly inhibitors | 0.72% of 360,000 active | AID 1745845; also: % is scaled to controls: 0 for no effect and ±100 for the full control effect; nearly all actives have a fitted effect of over 55% in size
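qHTS (up to 57 uM final) was run with 24 h compound exposure of reporter cells at 37 °C. Each well was multiplexed: SteadyGlo luminescence measured ATXN2-luciferase expression after a fluorogenic Gly-Phe-AFC viability readout (25 uM final).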
HepG2 viability = kills HepG2 cells in TGF-b inhibitor counter-screen; HepG2 CAGA-GFP viability, ATP luminescence, 18 h; Potency, µM (highest dose often 46.1 µM), inactives show top-dose activity change, negative = cytotoxicity, actives largely listed as cytotoxic; 0.76% of 410,000 active; AID 588856; also: some results filed as inactive show a strong effect at the top dose
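HepG2 CAGA-GFP cells (1000/well, DMEM with 1% FBS) received compound, then TGF-beta at 500 pg/mL final, and were incubated 18 hours at 37 degrees C. Viability was read by CellTiter-Glo luminescence. Media-only wells were set as complete cell-killing and DMSO as no toxicity.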
Nrf2 inh = Nrf2 pathway inhibition; Potency, µM (titrated, usually from 46 µM), for inactives: top-dose activity change, negative = inhibition, usual class: inhibitors; 2.1% of 360,000 active; A549 ARE-Fluc reporter, luciferase luminescence, 18-24 h; also: % is scaled to controls: 0 for no effect and ±100 for the full control effect; nearly all actives have a fitted effect of over 60% in size
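Cells were seeded and rested 2 h, then exposed to compounds for 18-24 h. CellTiter-Fluor was read first as a viability measure. BugLite was added 15 min before the final luminescent read of ARE-luciferase activity in A549 cells.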
ATXN viability = viability counter-screen for ATXN expression inhibitors. 0.49% of 400,000 active. Potency, µM (series often up to 56.7 µM), hits mostly cytotoxic. AID 651635. S2 cells (HEK-293 line with an ATXN2-luciferase reporter) viability, CellTiter-Fluor protease fluorescence, 24 h; also: nearly all actives have a fitted effect of over 40% in size
A549 tox = kills or reduces viability of A549 cells in Nrf2 counter-screen | A549 ARE-Fluc cells, CellTiter-Fluor viability, 18-24 h | Potency, µM (series often up to 46 µM), without a hit: at the top dose activity change, negative = cytotoxicity, usual class: inhibitors | 0.16% of 390,000 active | AID 504648; also: % is scaled to controls: 0 for no effect and ±100 for the full control effect
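Cytotoxicity counterscreen: CellTiter-Fluor fluorescence was measured in A549 ARE_Fluc cells after 18-24 h of compound exposure in a concentration series. The subsequent BugLite luminescent read reports ARE-luciferase activity.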
Nrf2 ARE act = activates Nrf2 signaling; AREc32 ARE-luciferase reporter (MCF7-derived line), luminescence, 24 h; Potency, µM (doses to about 46.1 µM), for inactives: at the top dose activation, hits mostly activators; 0.31% of 410,000 active; AID 624171; also: % of control where 0% means no effect; nearly all actives have a fitted effect of over 65% in size
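Luciferase luminescence (Steady-Glo, 30 min at room temperature) served as the read-out of ARE activation in AREc32 cells treated with compounds for 24 hr at 37 deg C.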
EPAC2 antag = antagonists of human EPAC2. 0.18% of 360,000 active. AID 720708. EPAC2 GEF exchange of Rap1B-BODIPY-GDP, fluorescence. Q8WZA2. Potency, µM (titrated, usually from 114 µM), for the others: at the top dose activity, negative = inhibition, actives largely listed as inhibitors; also: % is scaled to controls: 0 for no effect and ±100 for the full control effect; nearly all actives have a fitted effect of over 45% in size; many of its hits are not listed in these tables
Target sequence (Q8WZA2 whole entry, looked up): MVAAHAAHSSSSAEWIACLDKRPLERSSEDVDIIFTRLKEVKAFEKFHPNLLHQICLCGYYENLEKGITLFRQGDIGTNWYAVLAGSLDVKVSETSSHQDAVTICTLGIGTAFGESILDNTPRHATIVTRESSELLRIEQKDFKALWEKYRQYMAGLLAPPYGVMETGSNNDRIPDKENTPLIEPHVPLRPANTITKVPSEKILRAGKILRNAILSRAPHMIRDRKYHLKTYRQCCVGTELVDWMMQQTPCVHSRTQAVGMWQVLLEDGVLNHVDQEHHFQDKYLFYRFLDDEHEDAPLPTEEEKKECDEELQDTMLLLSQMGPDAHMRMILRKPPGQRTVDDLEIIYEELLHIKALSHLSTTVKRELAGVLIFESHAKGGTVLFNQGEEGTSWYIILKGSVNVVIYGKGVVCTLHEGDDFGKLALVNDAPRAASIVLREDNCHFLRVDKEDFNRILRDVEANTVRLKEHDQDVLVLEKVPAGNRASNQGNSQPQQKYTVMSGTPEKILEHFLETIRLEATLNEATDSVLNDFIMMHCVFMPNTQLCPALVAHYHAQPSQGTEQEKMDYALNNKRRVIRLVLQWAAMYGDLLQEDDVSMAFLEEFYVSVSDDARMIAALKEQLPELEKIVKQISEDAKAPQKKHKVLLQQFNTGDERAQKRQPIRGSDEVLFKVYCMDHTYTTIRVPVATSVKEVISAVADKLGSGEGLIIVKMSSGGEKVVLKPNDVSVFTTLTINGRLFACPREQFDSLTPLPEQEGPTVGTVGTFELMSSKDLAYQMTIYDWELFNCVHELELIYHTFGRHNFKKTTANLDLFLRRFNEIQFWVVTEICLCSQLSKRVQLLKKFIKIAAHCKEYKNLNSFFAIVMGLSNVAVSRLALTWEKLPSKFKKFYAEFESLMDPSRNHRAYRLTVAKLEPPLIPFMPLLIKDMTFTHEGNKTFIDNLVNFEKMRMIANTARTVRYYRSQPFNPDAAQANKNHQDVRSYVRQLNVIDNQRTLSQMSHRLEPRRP
MCF10A rereplic = DNA re-replication induction in MCF 10a cells | AID 624296 | Potency, µM (highest dose often 46.1 µM), for inactives: top-dose activity, positive = re-replication, most hits filed as activators | MCF 10A DNA re-replication, Hoechst nuclear intensity, 48 h | 2.9% of 350,000 active; also: % of control where 0% means no effect; nearly all actives have a fitted effect of over 50% in size
TGFb inhibitor = blocks TGF-b signaling. HepG2 CAGA-GFP TGF-b/SMAD3 reporter, GFP fluorescence, 18 h; TGF-beta stimulated, 500 pg/mL final. Potency, µM (titrated, usually from 46.1 µM), for inactives: top-dose activity, negative = inhibition, actives largely listed as inhibitors. 1.2% of 410,000 active. AID 588855; also: % is scaled to controls: 0 for no effect and ±100 for the full control effect; nearly all actives have a fitted effect of over 65% in size
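Inhibition was scored as loss of TGF-beta-induced (500 pg/mL final, 18 hours, 37 degrees C) GFP in HEPG2 cells carrying a CAGA-GFP reporter, in DMEM with 1% FBS. Well GFP was summed per cell; Activity was normalised to unstimulated and stimulated DMSO wells, then concentration-response fitting.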
Numbers without * were called inactive; i = inactive; ? = inconclusive; / = not tested or not shown; & = joins results of further samples; [ ] = dose if it differs, or a comment. Calls follow the shape of the dose curve; as a rule, active = well fitted curve in the direction sought with a large enough effect; inconclusive = small, poorly fitted or top-dose-only effect, or another doubt; inactive = no such curve, though single readings can be large; an effect the other way counts as inactive or inconclusive. Potency is read from the fitted curve at half-maximal effect. Only part of the results is shown; the hit share may differ from the screen's.

Molecule	ATXN2 expr inh	HepG2 viability	Nrf2 inh	ATXN viability	A549 tox	Nrf2 ARE act	EPAC2 antag	MCF10A rereplic	TGFb inhibitor
CCOc1ccccc1CN1CCC(Oc2ccc(C(=O)NCc3ccccn3)cc2)CC1	-15%	-11%	?	i	-9%	-0.2%	4%	?	0%
CC(=O)N1CCc2cc(S(=O)(=O)NC(CC(C)C)C(=O)Nc3cc(C)ccn3)ccc21 (configuration not stated)	5%	-1%	8%	i	1%	-0.3%	0%	-3%	0%
CCOc1ccc(NC(=O)NN2C(C)CCCC2C)cc1 (configuration not stated)	-2%	-18%	-3%	i	-11%	0.1%	-12%	3%	1%
CNC(=O)c1cc(S(=O)(=O)Nc2ccc(C)cc2C)ccc1C	-6%	2%	-15%	i	-1%	-0.5%	-2%	9%	-4%
COc1ccc2[nH]c3c(c2c1)CCN1C(=O)C(CC(=O)NCCC2=CCCCC2)C[C@H](C(=O)N(C(C)C)C(C)C)[C@@]31C (some centres not stated)	?	-70%	?	?	?	-2.0%	-1%	-32%[inhibitor]	10µM*
CCN(CC)Cc1ccccn1	-2%	13%	3%	i	-14%	-0.7%	5%	10%	-1%
CCCCNC(=O)C1CCN(Cc2ccccn2)CC1	-2%	-5%	-6%	?	-3%	0.1%	8%	-1%	1%
CCOC(=O)C1(Nc2nccs2)Sc2ccccc2NC1=O (configuration not stated)	-19%	-22%	-26%	?	-16%	-0.7%	-2%	13µM*	-10%
Cc1ccc(CC2CC(=O)N(C(Cc3ccccc3)C(=O)O)C2=O)cc1 (configuration not stated)	-12%	-2%	8%	?	1%	0.1%	-2%	?	-4%
COc1ccc(/C=N\NC(=O)c2cc3c(ccc4ccccc43)o2)cc1O	5%	-31%	2%	i	3%	-0.4%	13%	12µM*	?
C(=C\c1ccccc1)/CN1CCN(C(CCc2ccccc2)c2nnnn2C2CCCCC2)CC1 (configuration not stated)	0%	-5%	/	?	/	3.4%	2%	/	?
Cc1c(O)ccc(C(=O)CN2CCN(c3ccccc3F)CC2)c1O	/	-21%	4%	i	-2%	1.0%	-16%	-2%	-17%
COc1ccc(Cl)cc1NC(=O)c1cc2nc(-c3ccc(C)cc3)cc(C(F)(F)F)n2n1	7%	9%	?	i	-1%	-0.3%	/	/	-3%
C/C(=C\C(=O)c1cccnc1)Nc1ccc(O)cc1	34%	-27%	15%	i	/	-0.3%	2%	6%	-5%
O=C(Nc1cc(Cl)cc(Cl)c1)c1cccnc1	-14%	0%	-5%	i	1%	1.7%[9.22 µM]	-8%	-10%	3%

An excerpt from further up, as a working copy:
Molecule	ATXN2 expr inh	HepG2 viability	Nrf2 inh	ATXN viability	A549 tox	Nrf2 ARE act	EPAC2 antag	MCF10A rereplic	TGFb inhibitor
CCOc1ccccc1CN1CCC(Oc2ccc(C(=O)NCc3ccccn3)cc2)CC1	-15%	-11%	?	i	-9%	-0.2%	4%	?	0%
CC(=O)N1CCc2cc(S(=O)(=O)NC(CC(C)C)C(=O)Nc3cc(C)ccn3)ccc21 (configuration not stated)	5%	-1%	8%	i	1%	-0.3%	0%	-3%	0%
CCOc1ccc(NC(=O)NN2C(C)CCCC2C)cc1 (configuration not stated)	-2%	-18%	-3%	i	-11%	0.1%	-12%	3%	1%
CNC(=O)c1cc(S(=O)(=O)Nc2ccc(C)cc2C)ccc1C	-6%	2%	-15%	i	-1%	-0.5%	-2%	9%	-4%
COc1ccc2[nH]c3c(c2c1)CCN1C(=O)C(CC(=O)NCCC2=CCCCC2)C[C@H](C(=O)N(C(C)C)C(C)C)[C@@]31C (some centres not stated)	?	-70%	?	?	?	-2.0%	-1%	-32%[inhibitor]	10µM*
CCN(CC)Cc1ccccn1	-2%	13%	3%	i	-14%	-0.7%	5%	10%	-1%
CCCCNC(=O)C1CCN(Cc2ccccn2)CC1	-2%	-5%	-6%	?	-3%	0.1%	8%	-1%	1%
CCOC(=O)C1(Nc2nccs2)Sc2ccccc2NC1=O (configuration not stated)	-19%	-22%	-26%	?	-16%	-0.7%	-2%	13µM*	-10%
Cc1ccc(CC2CC(=O)N(C(Cc3ccccc3)C(=O)O)C2=O)cc1 (configuration not stated)	-12%	-2%	8%	?	1%	0.1%	-2%	?	-4%

Following part.
Molecule	ATXN2 expr inh	HepG2 viability	Nrf2 inh	ATXN viability	A549 tox	Nrf2 ARE act	EPAC2 antag	MCF10A rereplic	TGFb inhibitor
Cc1ccc(-c2nnc3ccc(SC(C)C(=O)O)nn23)cc1 (configuration not stated)	5%	3%&7%	1%	i	-5%	0.1%	-2%	-4%	0%&-2%
CCOC(=O)CCN(c1ccccc1)S(=O)(=O)c1ccc2[nH]c(=O)ccc2c1	8%	-21%	/	i	13%	3.7%	/	/	11%
O=[N+]([O-])c1ccccc1S(=O)(=O)N1CCN(Cc2ccsc2)CC1	-10%	-17%	-7%	i	2%	7.3%	3%	?	-4%
O=C(c1cc2ccccc2c(=O)o1)N1CCCc2ccccc21	11%	-5%	?	i	-6%	3.1%	6%	0%	?
CCc1ccc(C(=O)NN=C2CCCCCC2)s1	5%	7%	1%	i	4%	-0.3%	-2%	2%	1%
O=C(/C=C/c1c(Cl)cccc1Cl)N1CCOCC1	/	-18%	-9%	i	10%	11%	8%	-1%	5%
COc1cccc(NC(=O)NCCc2ccc(Cl)cc2)c1	34%	9%	19%	i	-4%	0.1%	9%	-5%	6%
Cc1noc(C)c1C(=O)Nc1nc2ccccc2s1	35%	-21%	?	i	-3%	?	2%	3%	3%
CCOC(=O)c1ccc(CS(=O)c2ccc(Cl)cc2)o1 (configuration not stated)	8%	-10%	/	i	10%	-0.9%	6%	1%	12%
O=C(CCS(=O)(=O)c1ccc(Br)s1)N1CCc2ccccc21	30%	-5%	/	i	-2%	18%	-6%	-22%	8%
O=C(NC(=S)NCc1nc2ccccc2[nH]1)c1ccccc1F	6%	-6%	?	i	2%	7.0%	-8%	8%	-27%
Cc1ccc(N(C(C)C(=O)Nc2ccc3c(c2)OCO3)S(C)(=O)=O)cc1 (configuration not stated)	-16%	11%	-4%	?	-6%	-0.2%	-4%	?	23%
O=C(CCSc1ccc(F)cc1)NNC(=O)c1ccc([N+](=O)[O-])cc1	-26%	-20%	-4%	i	1%	-0.5%	2%	-1%	-12%
COc1ccccc1NC(=O)C1=C(C)Nc2c(C(=O)Nc3ccc(F)cc3)cnn2C1c1ccc(Cl)cc1 (configuration not stated)	/	-8%	-28%	/	-12%	-0.1%	/	/	-11%
CCN(CC)C(=O)C1CCCN(Cc2nc(-c3cnccn3)no2)C1 (configuration not stated)	-4%	7%	-2%	i	0%	-0.8%	-6%	-19%	0%
O=C(NC1CCCCC1)OC1CC2CC1[C@H]1CCCCN1C2=O (some centres not stated)	19%	/	/	i	/	-0.7%	2%	/	/
COCCCNC1=C(C#N)C(=O)NC2(CCCC2)S1	/	-5%	/	i	/	0.4%	6%	/	-7%
CCc1cc2cccc(C)c2nc1SCC(=O)NNC(=O)c1ccco1	4%	-42%	?	i	10%	0.5%	1%	1%	2%
CCCOc1ccc(C(=O)N2CCN(Cc3ccc4c(c3)OCO4)CC2)cc1	-6%	6%	?	i	-1%	0.5%	-1%	-9%	-10%
O=C(Nc1ccccc1N1CCOCC1)c1cccc(NS(=O)(=O)c2ccc(F)c(F)c2)c1	-14%	2%	?	?	1%	-0.2%	-15%	16%	1%
Cc1ccc(Nc2nc(N)nc(CN3CCN(Cc4ccc5c(c4)OCO5)CC3)n2)cc1C	-27%	-14%	3%	i	1%	2.5%	0%	5%	-23%
COc1ccc(OC)c(CN2CCN(Cc3ccc(OC)c(OC)c3OC)CC2)c1	/	-28%	/	i	/	-1.4%	-11%	/	-14%
Cc1ccc(NC(=O)CSc2nnc(Cn3c(=O)sc4ccccc43)n2C)cc1	-12%	-19%	-8%	i	20%	1.8%	0%	13%	-5%
Cc1cccc(CNC(=O)c2ccc(NC(=O)N3CC(C)Sc4ccccc43)cc2)c1 (configuration not stated)	19%	-1%	-3%	i	2%	0.4%	/	/	1%
Cc1ccc(S(=O)(=O)Nc2cc3c(cc2NCc2ccccc2)n(C)c(=O)n3C)cc1	45%[activator]	-29%	?	i	-16%	?	/	/	-10%
Cc1ccc(C)c(NC(=O)C2CC(O)CN2C(=O)OC(C)(C)C)c1 (configuration not stated)	3%	5%	1%	i	-8%	-1.2%	8%	-1%	8%
CSCc1ccc(C(=O)NCc2ccccc2)cc1	18%	-4%	15%	i	3%	0.3%	2%	3%	3%
COc1ccc(/C=C(\NC(=O)c2ccccc2)C(=O)N2CCC(C)CC2)cc1	-2%	-7%	-22%	i	-19%	-0.7%	1%	18%	-3%
O=[N+]([O-])c1cccc(NC(=S)N2CCCC2)c1	3%	2%	12%	i	-1%	-0.3%	-3%	0%	-21%
Cc1c(-c2ccccc2)sc2nc[nH]c(=S)c12	-1%	-17%	0%	i	-7%	-0.2%	-2%	3%	7%
O=[N+]([O-])c1ccc(Cl)cc1N1CCOCC1	-6%	-19%	18%	i	-5%	2.1%	-1%	18%	0%
COc1ccc(OC)c(NC(=O)CSc2ccc3nnc(-c4ccccn4)n3n2)c1	-9%	9%	0%	i	0%	-0.8%	-2%	1%	-13%
COc1ccc(CCN2CC(C(=O)Nc3nnc(Cc4ccccc4)s3)CC2=O)cc1OC (configuration not stated)	/	1%	-10%	i	6%	0.6%	4%	-14%	7%
COc1ccc(N2CCN(c3cc(C)c4cccc(C)c4n3)CC2)cc1	-25%	55%	-3%	/	2%	2.0%	-4%	?	45%[activator]
O=C(N/N=C\c1ccc(CNS(=O)(=O)c2ccccc2)o1)C(=O)Nc1ccc(F)cc1	15%	-18%	3%	i	-5%	0.6%[9.22 µM]	2%	3%	0%
Cc1cccn2c(=O)c3cc(S(=O)(=O)c4ccc(F)cc4)c(=N)n(Cc4ccco4)c3nc12	1%	6%	-3%	/	-1%	4.2%	4%	?	0%

Bioassay records from PubChem BioAssay.
